BoNT F protease: inhibitors of Botulinum neurotoxin F light chain protease. Multiplex microsphere protease cleavage assay, flow cytometry. inhibition, % at 10 µM. hit rate 0.22% among 360,000. AID 588497; in the data active means inhibition above about 35%, passing the limit was not always enough; inconclusive means no clear call, values can overlap the other calls; further: plate controls were buffer without enzyme for full effect and enzyme alone for no effect
Mtb FBA inh: Mtb fructose-bisphosphate aldolase inhibition; P9WQA3; purified M. tuberculosis FBA, fluorescence read-out; inhibition, % at 1 µM; hit rate 2.3% among 360,000; AID 588726; in the data active means inhibition above about 27%;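 further: 0% = vehicle and 100% = reference inhibitor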
Mtb BioA inh: inhibitors of Mycobacterium tuberculosis BioA enzyme; purified M. tuberculosis BioA enzyme, plate reader; inhibition, % at 9.99 µM; hit rate 0.096% among 360,000; AID 602481; in the data active means inhibition above about 40%; inconclusive means no clear call, values can overlap the other calls
Anthrax LF prot: anthrax lethal factor protease inhibition; multiplex microsphere protease cleavage assay, LF; inhibition, % at 10 µM; hit rate 0.12% among 360,000; P15917; further: plate controls were buffer without enzyme for full effect and enzyme alone for no effect
Target sequence (P15917 whole entry, looked up): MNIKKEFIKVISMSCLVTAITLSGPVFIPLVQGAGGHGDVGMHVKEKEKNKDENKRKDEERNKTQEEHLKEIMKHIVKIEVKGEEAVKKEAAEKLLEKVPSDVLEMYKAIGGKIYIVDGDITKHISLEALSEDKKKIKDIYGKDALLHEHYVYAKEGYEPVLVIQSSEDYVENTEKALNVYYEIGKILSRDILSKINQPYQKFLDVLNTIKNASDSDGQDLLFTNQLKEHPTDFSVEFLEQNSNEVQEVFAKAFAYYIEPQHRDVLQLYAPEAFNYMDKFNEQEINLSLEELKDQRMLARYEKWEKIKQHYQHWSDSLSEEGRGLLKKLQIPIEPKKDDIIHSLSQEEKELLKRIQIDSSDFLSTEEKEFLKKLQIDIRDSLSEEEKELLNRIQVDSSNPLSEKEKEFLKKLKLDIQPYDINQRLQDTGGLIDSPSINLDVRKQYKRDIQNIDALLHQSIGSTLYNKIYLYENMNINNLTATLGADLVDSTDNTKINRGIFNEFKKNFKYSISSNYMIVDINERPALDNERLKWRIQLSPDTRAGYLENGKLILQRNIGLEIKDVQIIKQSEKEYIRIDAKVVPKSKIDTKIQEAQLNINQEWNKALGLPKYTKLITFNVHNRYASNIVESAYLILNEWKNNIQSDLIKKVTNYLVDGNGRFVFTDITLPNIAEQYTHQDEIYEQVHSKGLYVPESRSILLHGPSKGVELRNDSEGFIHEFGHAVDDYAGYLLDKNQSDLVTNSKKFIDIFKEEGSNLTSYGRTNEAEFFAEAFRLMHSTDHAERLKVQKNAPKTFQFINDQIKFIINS
PfHsp40 yeast: restores yeast growth despite PfHsp40 toxicity. hit rate 0.68% among 340,000. growth rescue, % at 12.5 µM. S. cerevisiae expressing PfHsp40, growth rescue, ATP luminescence; in the data active means growth rescue above about 28%, passing the limit was not always enough; inconclusive means no clear call, values can overlap the other calls;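 further: yeast W303a lacking pdr1 and pdr3 grown in galactose medium; growth measured after three days at 30 °C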
BoNT-A LC inh2: blocks Botulinum neurotoxin A light chain protease; multiplex microsphere protease substrate cleavage, flow cytometry; inhibition, % at 10 µM; hit rate 0.17% among 360,000; further: plate controls were buffer without enzyme for full effect and enzyme alone for no effect
GDH-TPI inh: counter-screen for M. tuberculosis FBA inhibitors: GDH-TPI coupled enzymes | inhibition, % at 4.8 µM | GDH-TPI coupled enzyme counterscreen, NADH absorbance | hit rate 1.2% among 360,000; in the data active means inhibition above about 30%;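 further: 0% = DMSO wells and 100% = wells lacking the enzyme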
Mtb UGM inh: blocks M. tuberculosis UGM enzyme | AID 504406 | hit rate 0.06% among 320,000 | purified UGM, fluorescence polarization probe displacement | P9WIQ1 | inhibition, % at 10 µM; in the data active means inhibition above about 10%, passing the limit was not always enough; inconclusive means no clear call, values can overlap the other calls
FadD28 FP inh: inhibitors of Mycobacterium tuberculosis FadD28 bisubstrate binding | inhibition, % at 12.5 µM | AID 588549 | FadD28 bisubstrate probe binding, fluorescence polarization | hit rate 0.22% among 360,000; in the data active means inhibition above about 8.5%, passing the limit was not always enough; inconclusive means no clear call, values can overlap the other calls
Numbers without * were called inactive; u = inconclusive; x = no result given. Unless noted, no stated cut-off is given here; in the data, active means inhibition above about 30%; inconclusive means no clear call, values can overlap the other calls; inactive means below that.

SMILES	BoNT F protease	Mtb FBA inh	Mtb BioA inh	Anthrax LF prot	PfHsp40 yeast	BoNT-A LC inh2	GDH-TPI inh	Mtb UGM inh	FadD28 FP inh
CCn1cc([N+](=O)[O-])nc1C	3.4	0.6	x	2.4	0.5	0.7	8.1	-0.3	-1.0
CC1CCN(c2ccc(C(=O)NCc3ccco3)cc2[N+](=O)[O-])CC1	-7.4	-0.4	1.9	-1.0	3.3	-1.2	5.3	-4.9	-2.9
O=C(CCS(=O)(=O)c1ccccc1Cl)NC1CCCCCC1	3.4	-0.7	-0.1	-3.0	0.0	2.6	-1.1	0.9	-4.4
O=C(CSc1nnc2ccc(-c3cccnc3)nn12)Nc1ccccc1F	u	1.9	0.0	6.1	-0.8	5.1	-1.8	-4.3	1.1
CC1(C)CC(=O)c2cnc(NC3CC3)nc2C1	-6.7	0.7	x	0.9	-0.7	0.2	6.7	-1.0	-2.0
O=C(/C=C/c1ccccc1)/C=C/c1ccccc1	-0.4	0.4	19.6	0.6	1.6	-0.9	20.6	0.5	-0.5
CN(C)c1nc(OCCOC(=O)COc2ccc(Cl)cc2Cl)nc(N(C)C)n1	1.1	-2.4	-1.1	-7.1	-0.2	0.5	12.1	1.3	0.0
Cc1cc(C)c(C#N)c(SCC(=O)Nc2ccc(S(=O)(=O)Nc3ncccn3)cc2)n1	-0.8	0.4	-1.3	0.1	7.2	1.5	6.5	0.0	1.7
Cc1cccc(N2CCN(C(=O)Cc3ccc(Br)cc3)CC2)c1C	4.0	1.3	-0.4	8.1	0.9	-0.2	6.4	-2.2	-1.2
CCOC(=O)C1=C2NC(=O)c3ccccc3N2C(=O)C1	-1.9	-3.1	x	-4.2	-1.3	-0.3	1.9	1.0	0.4
COc1cc(-c2cnc3c(NC=O)cc(-c4cccc(NC(C)=O)c4)cn23)cc(OC)c1OC	-3.1	4.5	3.0	-3.7	x	-0.4	14.7	x	0.4
COc1cc(C2NC(=O)C(C#N)=C(S)N2c2ccccc2)ccc1OC(C)C (configuration not stated)	-8.9	-2.9	0.6	-3.1	2.3	-0.6	7.9	0.6	1.4
O=C(CCN1C(=O)[C@@H]2Cc3ccccc3CN2C1=O)Nc1cccc(F)c1	3.4	-0.8	x	0.2	0.2	-0.8	2.2	1.2	0.0
COc1ccc(/C=C2\SC(=S)N(CCC(=O)NC3C=CS(=O)(=O)C3)C2=O)cc1 (configuration not stated)	-0.2	-4.1	-0.7	-2.6	-0.9	1.4	11.6	2.2	-1.1
CC1CCCC(NC(=O)COC(=O)c2ccccc2Sc2ccccc2C#N)C1C (configuration not stated)	13.7	2.6	-4.9	-2.9	0.8	-0.5	2.9	0.0	-1.4
N#Cc1sc2nc(N3CCCCC3)c3c(c2c1N)CCCC3	1.7	11.2	1.9	-2.5	1.1	-0.5	18.6	1.9	-2.5
Cc1ccc(C)c(C(=O)COC(=O)c2cc(Cl)nc3ccccc23)c1	-5.7	4.1	x	1.7	-1.3	0.6	10.1	2.3	-0.1
O=C1CC[C@@H](C(=O)N2CSC[C@@H]2C(=O)Nc2cccc(C(F)(F)F)c2)N1	-9.1	-2.7	8.3	-2.7	x	-0.4	-5.3	x	-5.2
O=C(COc1ccc2ccc(=O)oc2c1)Nc1ccc(CCO)cc1	-7.7	7.4	1.8	-2.1	1.7	-3.0	17.7	1.5	0.0
C=CCn1c(=O)c2ccccc2n2c(SCc3csc(-c4ccccc4)n3)nnc12	-25.6	2.7	-1.0	-9.6	0.6	-2.5	2.0	-1.0	-0.4

Some entries already given, limited to Mtb FBA inh:
| SMILES | Mtb FBA inh |
| --- | --- |
| CCOC(=O)C1=C2NC(=O)c3ccccc3N2C(=O)C1 | -3.1 |
| COc1cc(-c2cnc3c(NC=O)cc(-c4cccc(NC(C)=O)c4)cn23)cc(OC)c1OC | 4.5 |
| COc1cc(C2NC(=O)C(C#N)=C(S)N2c2ccccc2)ccc1OC(C)C (configuration not stated) | -2.9 |
| O=C(CCN1C(=O)[C@@H]2Cc3ccccc3CN2C1=O)Nc1cccc(F)c1 | -0.8 |
| COc1ccc(/C=C2\SC(=S)N(CCC(=O)NC3C=CS(=O)(=O)C3)C2=O)cc1 (configuration not stated) | -4.1 |

The listing picks up, starting three compounds before the break.
SMILES	BoNT F protease	Mtb FBA inh	Mtb BioA inh	Anthrax LF prot	PfHsp40 yeast	BoNT-A LC inh2	GDH-TPI inh	Mtb UGM inh	FadD28 FP inh
O=C1CC[C@@H](C(=O)N2CSC[C@@H]2C(=O)Nc2cccc(C(F)(F)F)c2)N1	-9.1	-2.7	8.3	-2.7	x	-0.4	-5.3	x	-5.2
O=C(COc1ccc2ccc(=O)oc2c1)Nc1ccc(CCO)cc1	-7.7	7.4	1.8	-2.1	1.7	-3.0	17.7	1.5	0.0
C=CCn1c(=O)c2ccccc2n2c(SCc3csc(-c4ccccc4)n3)nnc12	-25.6	2.7	-1.0	-9.6	0.6	-2.5	2.0	-1.0	-0.4
O=C1NC2(Nc3ccccc31)C(=O)Nc1ccccc12 (configuration not stated)	-12.4	22.1	0.9	-4.8	1.3	0.2	5.1	0.5	-2.7
CS(=O)(=O)N(Cc1ccccc1)c1ccc(C(=O)Nc2cccnc2)cc1	0.6	0.6	33.9	-2.7	-0.7	1.2	7.4	0.1	-3.1
Cc1ccc(S(=O)(=O)N2CCN(C(=S)NCCc3ccccc3)CC2)cc1	5.2	2.0	2.4	-0.5	-0.6	-0.1	-0.6	2.4	-0.8
COCCN1Cc2cccc(C(=O)Nc3cc(OC)ccc3OC)c2C1=O	-3.7	0.1	-1.7	-1.4	-1.0	0.6	6.8	-0.3	0.1
CCSc1nc2nccnc2c(=O)[nH]1	-0.2	13.2	-1.2	-1.6	-3.0	0.1	14.5	x	-1.2
CCc1[nH]nc(C(=O)N2CCCC(Nc3ccc(C(C)C)cc3)C2)c1C (configuration not stated)	-9.0	-0.9	0.9	3.5	-0.7	0.4	-5.2	-0.7	-2.0
Cc1ccc(C(C(=O)NC2CCCCC2)N2CCN(C(=O)c3ccco3)CC2)cc1 (configuration not stated)	11.2	3.1	0.4	-4.9	-0.1	0.2	0.5	1.2	0.9
COc1ccccc1-n1c(O)c(C=Nc2c(C)n(C)n(-c3ccccc3)c2=O)c(=O)[nH]c1=O	-9.8	-6.0	-4.7	1.9	-0.9	0.7	36.6*	-1.7	-0.5
COc1cccc(C=NN2CCCCCC2)c1OC	-0.2	0.8	-1.1	-2.9	1.6	-0.4	6.8	x	-2.8
CCCCN(C(=O)NC(=O)Nc1cccc(C)c1C)S(C)(=O)=O	-5.0	-4.4	0.3	-2.8	-0.6	-0.1	-6.2	-0.1	1.1
O=C(NCc1ccccn1)c1ccccc1OCc1ccc(F)cc1	-9.1	2.4	x	-2.5	0.9	0.4	0.3	4.0	-1.1
CCOc1ccc(/C(CCC(=O)O)=N/NC(=S)NCCc2ccccc2)cc1	0.4	3.6	x	1.9	2.0	0.6	8.6	0.1	1.4
O=C(OCC(=O)c1c[nH]c2ccccc12)c1cccc([N+](=O)[O-])c1	-11.5	-1.8	-0.6	39.2*	5.4	33.4*	-3.6	0.0	-0.4
CC(C)(C)N/N=C1\CC(c2ccccc2)Oc2ccccc21 (configuration not stated)	-2.2	0.6	x	-1.9	1.9	-0.5	2.0	1.5	-0.9
COc1ccc(-c2cc(C(F)F)n3ncc(C(=O)Nc4cc(C)on4)c3n2)cc1	2.7	5.4	x	1.2	0.1	-0.2	2.5	-1.7	0.2
Cc1ccc(-n2c(C)cc(C(=O)CN3CCOCC3)c2C)cc1C	0.1	-0.6	x	-4.3	-0.2	0.1	12.9	0.4	-0.3
Cc1cccc(NC(=O)CSc2nnnn2-c2cccnc2)c1	-4.8	-0.9	-5.2	0.2	1.5	0.1	6.7	3.0	-3.3
Cn1c(CCC(=O)Nc2ccccc2F)nnc1SCC(=O)Nc1ccccc1Cl	-3.2	-0.9	0.3	0.4	0.0	0.0	-6.9	-0.2	-4.4
N#C/C(=C\c1ccc([N+](=O)[O-])cc1)c1ccccn1	-1.1	-1.4	x	-0.5	-0.5	0.6	19.4	0.6	-3.0
CCc1ccccc1NC(=O)c1cc(-c2ccc(F)cc2)on1	5.1	-1.6	-1.4	-2.9	0.2	0.1	-6.5	4.5	-3.1
O=C(O)c1ccc(C(=O)c2cc([N+](=O)[O-])cc([N+](=O)[O-])c2)cc1	1.0	-4.5	-0.8	-3.6	-0.5	-0.1	0.9	x	-3.1
Cc1ccccc1CN1CCN(Cc2ccccc2)CC1	1.3	-0.9	x	1.3	-0.3	0.3	8.6	0.4	-1.7
CCOC(=O)c1ccc(Oc2ccc(C(F)(F)F)cn2)cc1	4.2	-1.4	-1.9	0.0	0.7	-0.2	0.0	1.5	-0.4
O=S1CCCSC1c1cccnc1 (configuration not stated)	-1.1	1.2	4.4	-5.1	-0.7	1.6	5.5	1.2	-2.2
O=C(Oc1ccc(-c2ccccc2)cc1)C1C2CCCCC21 (configuration not stated)	-6.2	1.4	0.4	-5.5	0.0	-1.3	2.5	-1.4	-1.2
Cc1cccc(C)c1C(O)c1ncc(-c2ccccc2Cl)[nH]1 (configuration not stated)	-3.7	-2.8	-0.2	-4.2	x	-0.4	0.9	x	-3.4
CN(CCc1ccccc1)C1CCCN(S(=O)(=O)N(C)C)C1 (configuration not stated)	x	1.5	0.2	x	1.3	x	-3.5	-1.5	-0.5
O=S(=O)(N/N=C1/CCCc2ccccc21)c1ccc(Br)cc1	-7.9	-2.5	-2.3	-1.4	1.2	0.2	6.8	3.4	-0.9

Source: PubChem BioAssay
